# Screens from PubChem.
# Casp6 inh – caspase-6 (human) enzyme inhibition; P55212; purified caspase-6, Z-VEID-R110 cleavage fluorescence; inhibition, % at 12.5 µM; hit rate 0.53% among 350,000;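 active = mean inhibition across replicates at least about 35%, with every replicate also reaching that limit, limit read from the data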;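 also: 0% = median of neutral control wells and 100% = no fluorescence left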
# Target sequence (P55212 24-179 limits assumed): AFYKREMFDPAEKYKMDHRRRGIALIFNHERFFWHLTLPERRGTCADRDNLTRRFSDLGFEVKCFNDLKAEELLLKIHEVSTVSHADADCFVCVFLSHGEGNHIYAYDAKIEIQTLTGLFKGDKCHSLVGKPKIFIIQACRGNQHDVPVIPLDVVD
# Target sequence (P55212 194-293 limits assumed): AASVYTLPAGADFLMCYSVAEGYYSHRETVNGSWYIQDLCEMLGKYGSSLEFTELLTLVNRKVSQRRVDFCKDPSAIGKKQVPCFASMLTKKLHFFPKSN
# C2C12 statin – suppression of simvastatin myotoxicity; C2C12 myotubes + simvastatin, ATP luminescence, 48 h; scaled: DMSO 0, geranylgeraniol control 100; rescue of ATP level, % at 7.49 µM; hit rate 0.78% among 330,000; AID 602340;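 active = mean ATP rescue above about 67%, or every replicate alone reaching that limit, limit read from the data, passing the limit was not always enough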;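 also: myotubes were challenged with 10 µM simvastatin during compound exposure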
# SIRT5 inh – inhibitors of human sirtuin-5 desuccinylase | Q9NXA8 | Purified SirT5, succinyl-peptide AMC, trypsin-coupled fluorescence | inhibition, % at 15 µM | hit rate 1.1% among 330,000; in the data active = inhibition above about 15%
# Target sequence (Q9NXA8 whole entry, looked up): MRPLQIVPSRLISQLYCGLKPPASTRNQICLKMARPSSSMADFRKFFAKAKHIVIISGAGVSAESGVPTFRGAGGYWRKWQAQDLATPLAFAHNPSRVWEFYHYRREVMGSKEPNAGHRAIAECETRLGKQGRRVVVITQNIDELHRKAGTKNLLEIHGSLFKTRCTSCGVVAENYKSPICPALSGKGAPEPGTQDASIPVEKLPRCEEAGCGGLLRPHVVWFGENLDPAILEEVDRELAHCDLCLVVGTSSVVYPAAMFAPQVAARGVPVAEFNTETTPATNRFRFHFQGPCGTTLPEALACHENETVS
# LGR2 inh – Drosophila LGR2 receptor signaling inhibition; AID 720647; HEK293 LGR2, CRE-luciferase, bursicon-stimulated, 4 h; hit rate 0.35% among 380,000; inhibition, % at 9.99 µM;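 active = drop in luminescence signal, shown as inhibition above about 50% in the replicate tests, limit read from the data, passing the limit was not always enough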;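 also: agonist challenge used bursicon conditioned medium at about half maximal strength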
# S100A4 inh HTS – inhibitors of human S100A4 binding to myosin IIA peptide; hit rate 0.14% among 360,000; inhibition, % at 10.7 µM; S100A4/TAMRA-MyoIIA peptide fluorescence polarization; AID 652163;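 active = mean inhibition of at least 70% across replicates, with every replicate also reaching that level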
# Target sequence (P26447 whole entry, looked up): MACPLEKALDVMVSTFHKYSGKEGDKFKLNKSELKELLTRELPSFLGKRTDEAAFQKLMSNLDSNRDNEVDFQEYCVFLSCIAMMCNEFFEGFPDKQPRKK
#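 Assay system: human S100A4 monomer with TAMRA-labelled myosin IIA peptide / Buffer or medium: Calcium-containing HEPES buffer, pH 7.2 / Reagent: TAMRA-labelled myosin IIA heavy-chain peptide probe, 5 nM / Compound: one dose per compound / Timing: polarization read 5 min after assay mix addition, stable 5–60 min / Benchmarks: neutral control DMSO, positive control TFP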
# FN deposition inh – fibronectin deposition inhibition; AH1F fibroblasts, Alexa488-fibronectin deposition fluorescence, overnight; inhibition, % at 12.6 µM; hit rate 0.086% among 350,000; AID 743247;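 active = mean inhibition across replicates of 30% or more, regardless of how many single replicates reach that level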;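 also: positive control wells lacked labelled fibronectin entirely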
#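 Material: AH1F fibroblasts assembling fluorescent fibronectin matrix; amount: 10000 AH1F cells/well; medium: DMEM, 2% serum; reagent: Alexa488-fibronectin, 24 nM final in well; dosing: single compound dose, delivered by pin transfer; incubation: 1 h adhesion, overnight exposure; detection: fluorescence after three HBSS washes, excitation 485 nm, emission 525 nm; measure: fibronectin deposition inhibition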
# esBAF inh – SWI/SNF esBAF complex inhibition; hit rate 2% among 350,000; mouse ES cells, Bmi1-luciferase knock-in reporter, 24 h; 100% = twice the neutral-well signal; reporter increase, % at 12.5 µM; AID 602393; in the data active = activation above about 40%;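 also: 0% = median of the plate's neutral control wells and 100% = double that signal; a rise in the Bmi1 reporter signal indicates esBAF inhibition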
# Active calls of the source: *; x = not tested or not shown; & = joins results of further samples.
# Key to letters: A = Casp6 inh; B = C2C12 statin; C = SIRT5 inh; D = LGR2 inh; E = S100A4 inh HTS; F = FN deposition inh; G = esBAF inh
C[C@@H]1CN([C@@H](C)CO)C(=O)Cc2cc(NC(=O)c3ccncc3)ccc2O[C@@H]1CN(C)Cc1ccc(-c2ccccc2)cc1
  A: 1	B: -12	C: 4	D: 2	E: -33	F: x	G: -3

Cc1ccccc1NC(=O)CSc1nc2n(n1)CCCCC2
  A: x	B: -14	C: x	D: 11	E: x	F: 1	G: -4

CC(C)C#Cc1ccc([C@@H]2[C@H]3CN(C(=O)NC4CCCC4)CC(=O)N3[C@H]2CO)cc1
  A: 1	B: x	C: 0	D: 15	E: -6	F: -15	G: x

CCOc1ccc(NC(=O)CS(=O)(=O)c2cn(C)c3ccccc23)cc1
  A: 0	B: 15	C: -1	D: x	E: -1	F: -2	G: 1

C[C@@H]1CN([C@H](C)CO)C(=O)c2cc(NC(=O)Cc3cn(C)c4ccccc34)ccc2O[C@@H]1CN(C)C(=O)NC1CCCCC1
  A: 3	B: 30	C: 9	D: -2	E: -3	F: -8	G: -3

COCC(=O)Nc1ccc2c(c1)C(=O)N(C)C[C@H](OC)[C@H](C)CN(C(=O)NC(C)C)[C@@H](C)CO2
  A: x	B: -4	C: -2	D: 13	E: 27	F: 10	G: -2

O=C(COc1ccc(S(=O)(=O)NC2CCCCC2)cc1)Nc1ccc2c(c1)OCCO2
  A: 3	B: 24	C: 0	D: 0	E: 3	F: 0	G: -5

CCN1C(=O)[C@H]2[C@@H](c3ccc(-c4ccccc4)cc3)N[C@@](C)(C(=O)OC)[C@H]2C1=O
  A: 2	B: -13	C: x	D: 9	E: -7	F: 3	G: 5

O[C@H]1C[C@H](c2ccc(Cl)cc2)N(Cc2cccs2)C[C@@H]1n1cc(-c2ccc(F)cc2)nn1
  A: 0	B: 5	C: -4	D: 0	E: -2	F: x	G: -2

CC(=O)N1[C@H](CN(CC2CCC2)C(=O)CN(C)C)[C@@H](c2ccccc2)[C@@H]1CO
  A: -1	B: -16	C: 13	D: 6	E: 2	F: 0	G: -3

Cc1ccc(S(=O)(=O)NC2=NCN(CCN3CCOCC3)CN2)cc1
  A: x	B: 3	C: x	D: x	E: x	F: -4	G: -4

CSc1nsc(SCC(=O)Nc2ccc(C(=O)O)cc2)n1
  A: 5	B: 14	C: -2	D: 19	E: 4	F: 0	G: -3

COc1ccccc1NC(=O)N(C)C[C@@H]1Oc2cc(Br)ccc2S(=O)(=O)N([C@@H](C)CO)C[C@@H]1C
  A: -1	B: 32	C: 0	D: 4	E: 3	F: -10	G: 3

COc1nc(Nc2nc3ccccc3c(=O)[nH]2)nc2ccc(C)cc12
  A: -2	B: x	C: 2	D: 52*	E: -6	F: 6	G: x

CC(=O)c1ccc(N2CCN(C(=O)c3c(-c4ccccc4Cl)noc3C)CC2)cc1
  A: 0	B: x	C: 4	D: 9	E: -3	F: -1	G: x

# Continued:
# Key to letters: A = Casp6 inh; B = C2C12 statin; C = SIRT5 inh; D = LGR2 inh; E = S100A4 inh HTS; F = FN deposition inh; G = esBAF inh
COc1cc(NC(=O)C2CC(c3ccccc3Cl)=NO2)cc(OC)c1OC (stereo not given)
  A: 4	B: -7	C: -2	D: 23	E: -3	F: -1	G: 9

C[C@H](CO)N1C[C@H](C)[C@@H](CN(C)S(=O)(=O)c2ccccc2)Oc2ccc(NS(=O)(=O)c3cn(C)cn3)cc2C1=O
  A: 2&2	B: 1	C: -1&-4	D: 4&-6	E: 8&0	F: 0&2	G: -2&2

O=C(OCCOc1cccc(Cl)c1)c1ccc(F)c(S(=O)(=O)N2CCOCC2)c1
  A: 0	B: 14	C: 0	D: 6	E: -4	F: 9	G: -9

CN(C)C(CNC(=O)CCCc1c[nH]c2ccccc12)c1ccco1 (stereo not given)
  A: x	B: -2	C: x	D: x	E: x	F: 5	G: 0

Cc1cc(C)n2nc(C(=O)OCC(=O)N(CC(C)C)C3CCS(=O)(=O)C3)nc2n1 (stereo not given)
  A: 2	B: 96*	C: -3	D: -11	E: -13	F: -2	G: x

COc1cc(Cl)nn(-c2ccccc2)c1=O
  A: x	B: -1	C: x	D: -9	E: x	F: 2	G: -5

Clc1ccc(Nc2c3c(nc4ncnn24)CCC3)cc1
  A: 1	B: 4	C: -1	D: 2	E: -5	F: 0	G: -2

COc1ccc(-c2cc(C(=O)NCC3CCCCC3)[nH]n2)c(C)c1
  A: 2	B: -8	C: -1	D: x	E: -1	F: 5	G: -1

C[C@@H]1CCCCO[C@@H](CN(C)S(=O)(=O)c2cn(C)cn2)[C@@H](C)CN([C@H](C)CO)C(=O)c2cc(NS(=O)(=O)c3ccccc3)ccc2O1
  A: 0	B: x	C: -7	D: -14	E: 25	F: -8	G: -3

Cc1ccc2nc(-c3ccccc3)cc(C(=O)N3CCc4ccccc4C3)c2c1
  A: -3	B: 2	C: -1	D: 3	E: -2	F: -1	G: -7

COc1ccc(S(=O)(=O)NC(=O)C2(C)CCN2C(=O)COc2ccc(Cl)cc2)cc1 (stereo not given)
  A: -1	B: 0	C: x	D: -3	E: 0	F: x	G: 5

O=C(Nc1ccccn1)c1ccc(Cl)c(S(=O)(=O)N2CCCC2)c1
  A: 8	B: -16	C: -2	D: 9	E: 9	F: 4	G: 56*

Cc1ccccc1Cc1c(C)nc2nc(SCC(=O)NCc3ccco3)nn2c1C
  A: x	B: -3	C: x	D: x	E: x	F: -10	G: 2

CC1CN(C(=O)Cn2c(C(F)(F)F)nc3ccccc32)CC(C)O1 (stereo not given)
  A: x	B: -11	C: x	D: x	E: x	F: -1	G: 0

Cc1[nH]c2ccccc2c1/C=N/Nc1nncn1N
  A: 1	B: x	C: 3	D: -94	E: -1	F: 4	G: x

# Additional entries:
# Key to letters: A = Casp6 inh; B = C2C12 statin; C = SIRT5 inh; D = LGR2 inh; E = S100A4 inh HTS; F = FN deposition inh; G = esBAF inh
COc1ccc(CNC(=O)CCCCCNC(=O)N2CCn3c2nc2ccccc23)cc1
  A: -3	B: 10	C: 8	D: 5	E: 3	F: 1	G: 7

CCOc1ccc(OCCCC(=O)N(C)CC(=O)Nc2ccccc2Br)cc1
  A: 1	B: 4	C: -4	D: -3	E: 1	F: 9	G: -6

CCCn1c(SCC(=O)NCCc2ccc(Cl)cc2Cl)n[nH]c1=O
  A: x	B: -20	C: x	D: x	E: x	F: -8	G: 4

COc1ccc(C2C(=O)N(C3CCCCC3)CC(=O)N2C2CCCC2)cc1 (stereo not given)
  A: x	B: -7	C: x	D: x	E: x	F: 12	G: -9

Cc1cc(C)n2nc(C(=O)OCC(=O)Nc3cc(S(=O)(=O)N4CCOCC4)ccc3Cl)nc2n1
  A: 5	B: 4	C: -4	D: -11	E: 1	F: -5	G: -5

O=C(C[C@@H]1CC[C@@H](NC(=O)Nc2ccccc2)[C@@H](CO)O1)NCc1ccccn1
  A: -3	B: -2	C: 1	D: -6	E: 4	F: x	G: 6

CN1CCCN(S(=O)(=O)c2ccc(Cl)c(Cl)c2)CC1
  A: -9	B: x	C: 0	D: -1	E: 6	F: 0	G: x

C[C@H](CO)N1C[C@H](C)[C@H](CN(C)Cc2ccncc2)Oc2ccc(NC(=O)Nc3ccc(F)cc3)cc2CC1=O
  A: 0	B: -38	C: 1	D: x	E: 0	F: x	G: 3

CCOc1ccc(C(=O)NCC(=O)N2CCc3ccccc3C2)cc1OCC
  A: 1	B: x	C: 7	D: 21	E: 12	F: 3	G: x

C/C=C1\COC(C(=O)NCc2ccccc2)(C(F)(F)F)C=C1C=C1CCCCC1 (stereo not given)
  A: -7	B: 11	C: -1	D: -4	E: -9	F: -2	G: 7

Cc1cc(=O)oc2c(C)c(OC(C)C(=O)NCCN3CCOCC3)ccc12 (stereo not given)
  A: 0	B: x	C: -4	D: 17	E: -5	F: 6	G: x

CC(CC(=O)Nc1nnc(C(C)(C)C)s1)c1ccccc1 (stereo not given)
  A: 1	B: -17	C: -1	D: 10	E: -4	F: -1	G: -11

O=C(CSc1nc(O)c(Cc2ccccc2)c(=O)[nH]1)Nc1ccccc1
  A: x	B: 11	C: x	D: -5	E: x	F: -2	G: 18

O=C(C1CCCN(Cc2ccccc2Cl)C1)N1CCCCC1 (stereo not given)
  A: -1	B: -1	C: -4	D: 4	E: -6	F: 3	G: -1

O=C(COc1ccccc1)NC(NC(=S)Nc1ccccc1O)C(Cl)(Cl)Cl (stereo not given)
  A: x	B: 21	C: x	D: x	E: x	F: -3	G: 0

# Next part (5 carried over from the part before).
# Key to letters: A = Casp6 inh; B = C2C12 statin; C = SIRT5 inh; D = LGR2 inh; E = S100A4 inh HTS; F = FN deposition inh; G = esBAF inh
Cc1cc(=O)oc2c(C)c(OC(C)C(=O)NCCN3CCOCC3)ccc12 (stereo not given)
  A: 0	B: x	C: -4	D: 17	E: -5	F: 6	G: x

CC(CC(=O)Nc1nnc(C(C)(C)C)s1)c1ccccc1 (stereo not given)
  A: 1	B: -17	C: -1	D: 10	E: -4	F: -1	G: -11

O=C(CSc1nc(O)c(Cc2ccccc2)c(=O)[nH]1)Nc1ccccc1
  A: x	B: 11	C: x	D: -5	E: x	F: -2	G: 18

O=C(C1CCCN(Cc2ccccc2Cl)C1)N1CCCCC1 (stereo not given)
  A: -1	B: -1	C: -4	D: 4	E: -6	F: 3	G: -1

O=C(COc1ccccc1)NC(NC(=S)Nc1ccccc1O)C(Cl)(Cl)Cl (stereo not given)
  A: x	B: 21	C: x	D: x	E: x	F: -3	G: 0

C[C@@H]1CN([C@@H](C)CO)C(=O)c2cc(NC(=O)CCCN(C)C)ccc2O[C@H]1CN(C)C(=O)NC1CCCCC1
  A: -1	B: 15	C: 8	D: -4	E: 19	F: 8	G: 2

COc1cccc(CNC(=O)c2cc(S(=O)(=O)N3CCCCC3)ccc2C)c1
  A: 1	B: -4	C: x	D: -4	E: -2	F: 0	G: -3

CO[C@H]1CN(C)C(=O)c2cc(NC(=O)c3cnccn3)ccc2OC[C@H](C)N(C(C)=O)C[C@@H]1C
  A: 0	B: -6	C: x	D: -2	E: -26	F: -4	G: 3

CCCCCCN1C[C@@H](O)[C@H](n2cc(-c3ccc(F)cc3)nn2)C[C@@H]1c1ccccc1
  A: -2	B: -2	C: 0	D: -6	E: -5	F: -6	G: -7

O=C1CC2(CCN(C(=O)c3c(F)cccc3F)CC2)Oc2ccccc21
  A: -2	B: 18	C: -2	D: 13	E: -1	F: 17	G: 8

O=C(c1ccco1)N1CCc2ccccc21
  A: -7	B: x	C: 12	D: -53	E: 1	F: -2	G: x

CCS(=O)(=O)N1Cc2ccccc2CC1C(=O)NCCc1c[nH]c2ccccc12 (stereo not given)
  A: 0	B: 19	C: -2	D: -1	E: -2	F: -11	G: 7

COc1ccc(-c2cc(=O)oc3cc(OC(C)C(=O)NC4CC4)ccc23)cc1 (stereo not given)
  A: -5	B: 7	C: x	D: -4	E: 1	F: x	G: -12

COc1ccc(C(=O)N/N=c2\oc3ccccc3cc2C(=O)NCc2ccccc2)cc1
  A: x	B: -8	C: x	D: 7	E: x	F: 7	G: 20

CC(C)c1ccc(NC(=O)COC(=O)[C@H](CCC(N)=O)NC(=O)c2ccc(F)cc2)cc1
  A: 0	B: x	C: -5	D: -6	E: -3	F: 6	G: x

C/C(=C\C(=O)c1ccc(C)o1)Nc1ccc2c(c1)OCO2
  A: x	B: 9	C: x	D: -19	E: x	F: 5	G: 66*

CC(C)NCc1nnc(-c2ccc(Cl)cc2)o1
  A: -6	B: x	C: 0	D: -6	E: 1	F: 7	G: x

CCc1ccc(OC(C)C(=O)Nc2ccc(S(=O)(=O)Nc3cc(C)on3)cc2)cc1 (stereo not given)
  A: 3	B: -4	C: 0	D: 2	E: -10	F: 0	G: 0

COCCn1c(=NC(=O)c2ccco2)sc2cc(C(=O)OC)ccc21
  A: x	B: 1	C: x	D: -3	E: x	F: 6	G: -2

# Not all compounds are listed; rates above refer to the full screens.
